V-ATPase pHluor: yeast V-ATPase proton transport regulation by pHLuorin. S. cerevisiae, pHLuorin cytosolic pH fluorescence. response, % at 10 µM. 350,000 tested, 0.37% active. AID 504577; in the data active = response mostly above about 7.3%, no sharp cut-off; inactive = mostly below about 5.4%; also: actives read high; inactives centre near 0; some compounds called inactive have numbers as strong as hits; reference of the scale not given here
DSG3 Ab inh: blocks pemphigus antibody binding to human desmoglein-3. P32926. DSG3-coupled beads, scFv-anti-DSG3-GFP binding, flow cytometry; hits give low values. binding (percent of control), % at 10 µM. 310,000 tested, 0.48% active. AID 588358;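 active = binding more than 3 SD below its plate's average and above zero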;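 also: hits lower antibody fragment binding to DSG3; some compounds called inactive have numbers as strong as hits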
Target sequence (P32926 whole entry, looked up, the tested form may be a part): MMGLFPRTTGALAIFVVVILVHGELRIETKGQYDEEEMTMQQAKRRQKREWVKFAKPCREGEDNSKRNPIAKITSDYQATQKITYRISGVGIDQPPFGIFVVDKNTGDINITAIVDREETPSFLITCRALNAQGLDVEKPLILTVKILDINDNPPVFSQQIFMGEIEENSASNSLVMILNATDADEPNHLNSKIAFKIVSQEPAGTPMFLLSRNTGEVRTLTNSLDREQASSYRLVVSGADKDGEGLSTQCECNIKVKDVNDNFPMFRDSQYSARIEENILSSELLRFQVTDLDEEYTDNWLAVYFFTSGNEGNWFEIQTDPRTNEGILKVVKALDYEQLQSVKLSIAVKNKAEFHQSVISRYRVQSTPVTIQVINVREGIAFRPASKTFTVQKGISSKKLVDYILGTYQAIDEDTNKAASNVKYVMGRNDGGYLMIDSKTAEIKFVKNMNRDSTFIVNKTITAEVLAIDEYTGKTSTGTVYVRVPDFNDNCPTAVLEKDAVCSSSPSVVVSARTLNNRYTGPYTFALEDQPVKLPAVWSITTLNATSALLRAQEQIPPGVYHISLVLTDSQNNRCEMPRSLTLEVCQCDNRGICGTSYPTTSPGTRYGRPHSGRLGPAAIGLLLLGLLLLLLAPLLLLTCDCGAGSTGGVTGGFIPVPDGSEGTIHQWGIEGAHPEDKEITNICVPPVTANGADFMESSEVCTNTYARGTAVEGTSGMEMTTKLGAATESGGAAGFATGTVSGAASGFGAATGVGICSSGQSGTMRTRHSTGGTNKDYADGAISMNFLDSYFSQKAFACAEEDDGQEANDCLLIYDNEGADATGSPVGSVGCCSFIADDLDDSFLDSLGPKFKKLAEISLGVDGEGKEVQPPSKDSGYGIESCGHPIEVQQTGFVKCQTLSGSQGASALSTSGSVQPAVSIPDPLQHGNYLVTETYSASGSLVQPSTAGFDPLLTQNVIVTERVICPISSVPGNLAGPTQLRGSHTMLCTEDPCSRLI
Wnt act: activates Wnt/beta-catenin signaling in a reporter cell assay. activator, plate reader. activation, % at 9.35 µM. 300,000 tested, 1.2% active; in the data active = activation above about 30%, passing the limit was not always enough;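 also: 0% = neutral control wells and 100% = positive control wells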
* hit, by the source's call; & = joins results of further samples. This is a subset. The share of hits here may be higher or lower than overall.

Results follow in this order: V-ATPase pHluor	DSG3 Ab inh	Wnt act
(1) COc1ccc(-c2cc3nc(-c4ccccc4)cc(N4CCN(C(=O)c5ccoc5)CC4)n3n2)cc1
→ 0.2	105.4	-1.9
(2) C[C@H]1CN([C@@H](C)CO)C(=O)CCCn2nncc2CO[C@@H]1CN(C)Cc1ccccc1
→ 0.1	99.6	-1.6
(3) COc1ccc(S(=O)(=O)N2CCOCC2)cc1NC(=O)CCCSc1ccccc1
→ 2.0	98.5	-3.2
(4) C=CCC1(CC=C)CCCN1C(=O)c1ccc2oc(CCCC)nc2c1
→ -1.4	99.0	-8.5
(5) CNC[C@@H]1OCc2cnnn2CCCC(=O)N([C@H](C)CO)C[C@H]1C
→ -2.9	115.5	3.0
(6) CCCC(CNC(C)=O)(C1=CCCCC1)c1ccccc1 (configuration not stated)
→ -4.9	102.8	-1.8
(7) COc1ccc(S(=O)(=O)N2CCN(Cc3ccccc3OC)CC2)cc1
→ -1.9	103.3	-0.9
(8) C[C@@H]1CN([C@H](C)CO)C(=O)CCCn2nncc2CO[C@@H]1CN(C)C(=O)Nc1cccc2ccccc12
→ -2.0	95.6	2.4
(9) Cc1ccccc1-c1nc2ccccc2c(=O)o1
→ 0.3	103.7	-2.9
(10) COc1ccc(S(=O)(=O)N2CCCC2CNC(=O)C(=O)NC2CCCC2)cc1 (configuration not stated)
→ 0.5	105.6	-0.7
(11) CCOc1ccccc1C(=O)NCC(=O)NNC(=O)c1csc(N2CCOCC2)n1
→ 5.6	102.4	2.3
(12) N#Cc1ncn(C2OC(CO)C(O)C2O)c1N (configuration not stated)
→ -1.4	103.3	-6.0
(13) CNC(=O)c1ccc2cc(OC)c(OC)cc2c1
→ -1.1	101.6	-15.8
(14) Cc1ccc(S(=O)(=O)N2CCN(C(=O)c3ccc(-n4cncn4)c([N+](=O)[O-])c3)CC2)c(C)c1
→ 1.0	102.5	-1.6
(15) COc1ccc(N2CCN(C(=O)c3ccc4c(c3)NC(=O)C(CSCc3ccccc3F)N4)CC2)cc1 (configuration not stated)
→ 0.1	110.0	-1.2
(16) O=[N+]([O-])c1ccc(/C=N\N2CCN(Cc3ccccc3Cl)CC2)cc1
→ 0.3	102.4	6.8
(17) CCN(CC)C(=O)C1=C(C)N(Cc2ccc(C(C)(C)C)cc2)C(=O)C(CC(=O)NCc2cccs2)C1 (configuration not stated)
→ 1.7	102.3	-3.8
(18) Cc1ccc(S(=O)(=O)N2C[C@H]3C(=O)C[C@@H](c4cccc(Cl)c4)N(S(=O)(=O)c4ccc(C)cc4)[C@H]3C[C@H]2c2cccc(Cl)c2)cc1
→ 0.6	96.9	-2.7
(19) COC(=O)c1c(NC(=O)c2ccc(S(=O)(=O)N3CC(C)OC(C)C3)cc2)sc2c1CCN(C)C2 (configuration not stated)
→ 2.9	100.2	-4.1
(20) Cc1ccc(F)cc1NC(=O)C1CC(=O)N(Cc2ccccc2)C1 (configuration not stated)
→ -5.5	105.0	-3.2
(21) COc1ccccc1CNC(=O)COC(=O)CCN1C(=O)C2CC=CCC2C1=O (configuration not stated)
→ 0.3	102.2	1.2
(22) CC#CCOCC1CNC(=O)O1 (configuration not stated)
→ 1.6	110.0	429.0*
(23) COc1cc(NC(=O)c2cnc(N)s2)cc(C(=O)Nc2cccc(C(F)(F)F)c2)c1
→ 0.6	108.4	-0.7&3.6
(24) N#CC(=C1C=C(Br)C(=NO)C=C1Cl)c1cccc2ccccc12
→ 2.0	98.9	-3.4
(25) Cc1ccc(S(=O)(=O)N2C[C@H]3C(=O)C[C@@H](c4ccc(Cl)cc4)N(S(=O)(=O)c4ccccc4C)[C@H]3C[C@H]2c2ccc(Cl)cc2)cc1
→ 3.6	95.6	-1.6
(26) O=C(c1ncn2c1c(=O)[nH]c1ccccc12)N1CCc2ccccc2C1
→ -4.8	106.3	-1.0
(27) Cc1ccc(C(C)C)cc1-n1nnc(-c2cccc(Cc3ccc4ccccc4c3)c2)c1C(C)O (configuration not stated)
→ -0.3	104.7	-7.3
(28) Nc1cc(C(=O)N2CCN(c3cccc(Cl)c3)CC2)ccc1N1CC2CC(C1)c1cccc(=O)n1C2 (configuration not stated)
→ 0.0	100.3	0.2
(29) COc1ccc(C(CNC(=O)CNC(=O)c2cccc(F)c2)N2CCOCC2)cc1 (configuration not stated)
→ 2.6	109.2	-4.7
(30) CC1C(=O)N(Cc2cn(CCC3OCCCO3)nn2)CCS(=O)(=O)N1Cc1ccc(-c2ccc(Cl)c(Cl)c2)cc1 (configuration not stated)
→ 1.8	103.5	0.3
(31) c1ccc(Sc2ccncc2)cc1
→ -3.5	105.9	-1.1
(32) CC1=C(C(=O)N2CCOCC2)CC(CC(=O)NCCN2CCOCC2)C(=O)N1CCC1=CCCCC1 (configuration not stated)
→ -1.0	99.6	-0.9
(33) CC(C)NC(=O)Nc1ccc2c(c1)C(=O)N([C@H](C)CO)C[C@H](C)[C@@H](CN(C)Cc1ccc(C(F)(F)F)cc1)OCCCC[C@H](C)O2
→ -1.0	94.4	-2.0
(34) CC1CCCCC1NC(=O)CSc1nnc(-c2ccco2)n1N (configuration not stated)
→ 3.8	101.0	-0.8
(35) COc1ccc(C#Cc2cnc3c(c2)C(=O)N([C@H](C)CO)C[C@@H](C)[C@H](CN(C)C(=O)CN(C)C)O3)cc1
→ -0.5	105.6	-3.2
(36) Cc1noc(C)c1C(=O)OCC(=O)NC(=O)c1ccc(C(C)(C)C)cc1
→ -1.3	99.0	3.4
(37) CC(=O)Nc1ccc(Cl)cc1C(=O)c1ccc[nH]1
→ -1.4	105.1	1.8
(38) C[C@H]1CN(CCc2ccccc2)C(=O)[C@@H]1CC(=O)Nc1ccc(Br)cc1
→ 0.7	102.2	-6.1
(39) Cc1ccccc1CN(C)C[C@H]1OCc2cnnn2CCCC(=O)N([C@@H](C)CO)C[C@@H]1C
→ 0.3	109.9	-0.1
(40) c1ccc(CNCc2ccc(CNCc3ccccc3)cc2)cc1
→ -1.2	102.2	0.2
(41) CCN(CC)C(=O)C1=C(C)N(Cc2ccccc2)C(=O)C(CC(=O)NC(c2ccccc2)c2ccccc2)C1 (configuration not stated)
→ -1.5	107.1	-1.9
(42) COc1ccccc1S(=O)(=O)N(C)C[C@@H]1OCc2cn(nn2)CCCC(=O)N([C@@H](C)CO)C[C@H]1C
→ 1.6	107.5	-3.2
(43) CCN(CC)S(=O)(=O)c1ccc(N2CCCCC2)c(NC(=O)C2CSC3(C)CCC(=O)N23)c1 (configuration not stated)
→ 3.0	99.2	-1.1
(44) O=c1c2ccccc2sn1-c1cccc(Cl)c1
→ -0.8	40.5*	-1.8
(45) COc1ccc(-n2c(=O)c(CCC(=O)N3CCN(c4cccc(OC)c4)CC3)nc3ccccc32)cc1
→ -2.5	94.9	-7.5
(46) CC1C(=O)N(Cc2cn(CCC3OCCCO3)nn2)CCS(=O)(=O)N1Cc1ccc(-c2ccccc2)cc1 (configuration not stated)
→ -1.0	104.5	-2.2
(47) COc1ccc(NC(=O)N(C)C[C@@H]2Oc3ncc(Br)cc3C(=O)N([C@@H](C)CO)C[C@@H]2C)cc1
→ 0.1	105.7	-1.7
(48) Cc1ccc2c(c1)CCO[C@]21O[C@H](CCO)C[C@H](O)[C@H]1O
→ -0.8	102.0	-0.4
(49) CC1CCCC(NC(=O)CSc2nnc(-c3cccnc3)o2)C1C (configuration not stated)
→ 1.4	107.7	-1.4
(50) C[C@@H]1CN([C@@H](C)CO)C(=O)CCCn2nncc2CO[C@@H]1CN(C)C(=O)Nc1cccc(Oc2ccccn2)c1
→ -1.4	104.6	-1.2
(51) CN(Cc1ccccc1)N=Nc1ccccc1
→ 0.3	99.0	16.0
(52) C[C@@H]1CN([C@H](C)CO)C(=O)CCCn2cc(nn2)CO[C@H]1CN(C)C(=O)Nc1ccc(F)cc1
→ 2.9	99.6	-3.4
(53) COc1ccc(C(CC(=O)c2ccc3c(c2)OCO3)C(=O)O)cc1OC (configuration not stated)
→ -2.0	101.1	-1.9
(54) CCCCOc1ccc(C(=O)NCC(=O)OCCCOC(=O)CNC(=O)c2ccc(OCCCC)cc2)cc1
→ 0.3	100.2	-2.3
(55) C[C@@H]1CN([C@H](C)CO)S(=O)(=O)c2ccc(Br)cc2O[C@@H]1CN(C)C(=O)NC1CCCC1
→ -1.2	98.7	2.0
(56) COc1ccccc1-c1cc2nc(-c3ccccc3)cc(N3CCN(C(=O)c4ccoc4)CC3)n2n1
→ 0.4	95.3	-1.7
(57) O=C(O)c1cc2ccccc2c2c1C(=O)c1ccccc1-2
→ -5.1	102.9	-3.4
(58) CCOC(=O)N(C)C[C@@H]1OCc2cn(nn2)CCCC(=O)N([C@@H](C)CO)C[C@H]1C
→ -2.0	104.7	-1.7
(59) CC(=O)Oc1cccc(C2=CC(=O)CC(C)(C)C2=O)c1
→ -0.4	95.8	-1.2
(60) O=C(O)c1c(Cl)c(Cl)c(Cl)c(Cl)c1C(=O)OCC1CCCO1 (configuration not stated)
→ -0.1	105.4	-4.7

One compound at a time (already shown). Order of screens: V-ATPase pHluor	DSG3 Ab inh	Wnt act
C[C@@H]1CN([C@H](C)CO)S(=O)(=O)c2ccc(Br)cc2O[C@@H]1CN(C)C(=O)NC1CCCC1 across the screens: -1.2	98.7	2.0
CC(=O)Oc1cccc(C2=CC(=O)CC(C)(C)C2=O)c1 across the screens: -0.4	95.8	-1.2
CCCCOc1ccc(C(=O)NCC(=O)OCCCOC(=O)CNC(=O)c2ccc(OCCCC)cc2)cc1 across the screens: 0.3	100.2	-2.3

(list continues)
Results follow in this order: V-ATPase pHluor	DSG3 Ab inh	Wnt act
(61) CCCCN(C(=O)COC(=O)C1(c2ccccc2)CC1)c1c(N)n(CCC)c(=O)[nH]c1=O
→ -2.0	101.0	-2.9
(62) C=C(C)CN1C(=O)C(C)SC1=NN=C1SCC(=O)N1C (configuration not stated)
→ 4.8	109.4	4.5
(63) O=C(c1ccc(CS(=O)Cc2ccccc2Cl)o1)N1CCN(c2ccccc2)CC1 (configuration not stated)
→ 2.5	97.6	-4.4
(64) COc1ccccc1N(C)S(=O)(=O)c1ccc(C(=O)N(C)Cc2cccc(F)c2)cc1
→ 0.0	107.1	-4.3
(65) Cc1ccc(S(=O)(=O)N2CC3(O)CN(C(=O)OC(C)C)N(C(=O)OC(C)C)CC3(OC(=O)Nc3cccs3)C2)cc1 (configuration not stated)
→ 0.6	106.0	-3.2
(66) CCC1NC(=O)c2cccnc2-n2c1nc1ccc(OC)cc1c2=O (configuration not stated)
→ -1.6	97.0	-1.0
(67) COc1ccc(CC(=O)N2CCN(C(=O)Cc3ccc(OC)c(OC)c3)CC2)cc1OC
→ -0.5	96.0	-1.6
(68) CCCNC(=O)C[C@H]1C[C@H]2c3cc(NC(=O)Nc4ccc(F)cc4)ccc3O[C@H]2[C@@H](CO)O1
→ 1.1	98.8	-1.1
(69) C[C@H]1CN([C@@H](C)CO)C(=O)c2cc(-c3cccc(C(=O)N(C)C)c3)cnc2O[C@H]1CN(C)C(=O)Cc1ccccn1
→ 0.4	97.9	-1.8
(70) COc1cc2c(=O)n(C)c3ccccc3c2cc1OC
→ 0.1	103.0	6.2
(71) Cc1c(NC(=O)CSc2nnc(-c3ccccc3F)o2)c(=O)n(-c2ccccc2)n1C
→ -3.0	96.8	-3.0
(72) COc1ccc(CCC(=O)O)c(C(CC(=O)O)C(=O)O)c1OS(=O)(=O)c1ccc(C)cc1 (configuration not stated)
→ -2.5	107.2	-5.7
(73) CSCC[C@H]1COC[C@@H](Cc2ccccc2)N1c1ccccc1
→ -1.4	104.0	-0.5
(74) COc1ccc(Nc2nnc(SCC(=O)NC3CCCC3)s2)cc1
→ 5.3	106.8	-5.2
(75) CC(C)(C)c1ccc(C(=O)O/N=C(\N)Cc2cccs2)cc1
→ -1.3	101.8	2.3
(76) Cc1cc(C)c(C(=O)COC(=O)c2cccc(S(=O)(=O)N3CCOCC3)c2)cc1C
→ -2.1	101.2	-0.5
(77) CN(Cc1ccc2nsnc2c1)C(=O)C1CCC(=O)N(CCc2ccccc2)C1 (configuration not stated)
→ -1.2	104.7	-1.1
(78) CC(C)(C)OC(=O)N1Cc2cc3ccccc3nc2C1
→ 2.3	100.4	3.6
(79) C[C@H](CO)N1C[C@H](C)[C@@H](CN(C)S(=O)(=O)c2cccc(F)c2)Oc2ncc(Br)cc2C1=O
→ 3.3	108.4	-2.5
(80) COc1ccc(S(=O)(=O)N2CCC(C(=O)N[C@@H](C)C(=O)NCc3ccccn3)CC2)cc1
→ 0.7	105.9	-4.0
(81) O=C(Nc1ccn(CCCNCc2cccc3ccccc23)c(=O)n1)OCc1ccccc1
→ -3.8	92.1	-0.8
(82) C[C@@H]1CN([C@@H](C)CO)C(=O)c2cc(Br)cnc2O[C@H]1CN(C)C(=O)c1ccc2c(c1)OCO2
→ 1.7	110.5	-1.6
(83) CC1=C(C(=O)N2CCOCC2)CC(CC(=O)NCCCCc2ccccc2)C(=O)N1Cc1ccc(F)cc1 (configuration not stated)
→ -0.6	99.0	-1.2

Molecules above that contain a cyano group, in the order listed:
Results follow in this order: V-ATPase pHluor	DSG3 Ab inh	Wnt act
(12) N#Cc1ncn(C2OC(CO)C(O)C2O)c1N (configuration not stated)
→ -1.4	103.3	-6.0
(24) N#CC(=C1C=C(Br)C(=NO)C=C1Cl)c1cccc2ccccc12
→ 2.0	98.9	-3.4

High-throughput results deposited in PubChem by several laboratories.
